VP16 counter: VP16 counterscreen qHTS for inhibitors of ROR gamma transcriptional activity; Potency, µM (titrated, usually from 53.6 µM), for the others: at the highest dose activity, negative = inhibition, actives largely listed as inhibitors; Drosophila S2 Gal4-VP16 UAS-luciferase, luminescence, 20 h; actives 3.5% (n = 310,000);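 note: Gal4-VP16 expression switched on by copper sulfate through the metallothionein promoter; % is set by controls: 0 for no effect and ±100 for the full control effect; nearly all actives have a fitted effect of over 50% in size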
p53 reactivator: qHTS assay for re-activators of p53 using a Luc reporter; actives 0.063% (n = 320,000); H1299 p53-A138V BP100-luciferase reporter, luminescence, 24 h; Potency, µM (series often up to 92.2 µM), for the others: at the top dose activity change, positive = activation, hits mostly activators; note: % of control where 0% means no effect; nearly all actives have a fitted effect of over 45% in size
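H1299 (p53-null), stable ts p53-A138V + BP100-Luc; 1000 cells/well, Opti-MEM/10% FBS; cpd 4 pt, 1:5; 24 h, 37 deg C, 5% CO2; detection reagent 10 min RT; luminescence.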
Rab9 prom act: qHTS Assay for Rab9 Promoter Activators; Huh7 Rab9 promoter-luciferase reporter, luminescence, 24 h; Potency, µM (series often up to 9.22 µM), for the others: at the highest dose activation, negative = inhibition, actives largely listed as activators; AID 485297, 2010; actives 2.8% (n = 320,000); note: % of control where 0% means no effect; nearly all actives have a fitted effect of over 60% in size
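Luminescence read-out: Huh7 cells stably expressing Rab9-luciferase, treated 24 h with compound at 37 °C, then lysed with luciferase reagent for 10 min at ambient before reading.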
FLuc modulator: qHTS profiling assay for firefly luciferase inhibitor/activator using purifed enzyme and Km concentrations of substrates (counterscreen for miR-21 project) | Luciferin 4-monooxygenase (Photinus pyralis), P08659 | purified FLuc, Km substrates, luminescence inhibition | Potency, µM (titrated, usually from 57.5 µM), inactives show at the top dose activity change, negative = inhibition, usual class: inhibitors | actives 6.9% (n = 360,000) | AID 588342, 2011;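 note: plate controls were vehicle for no effect and reference inhibitor for full effect; nearly all actives have a fitted effect of over 55% in size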
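Purified P. pyralis luciferase (10nM final) with 10uM D-luciferin and 10uM ATP (Km levels) in 50mM Tris acetate pH 7.5, 10mM Mg acetate, 0.01% Tween-20, 0.05% BSA; qHTS 6-point titration, ~60 µM downward; luminescence read.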
MBNL1 CUG block: qHTS Assay for Inhibitors of MBNL1-poly(CUG) RNA binding | Muscleblind-like protein 1 (Homo sapiens), Q9NR56 | Potency, µM (doses to about 57.5 µM), without a hit: top-dose activity change, negative = inhibition, actives largely listed as inhibitors | TR-FRET MBNL1-His/biotin-(CUG)12 binding, 665/545 ratio | actives 0.036% (n = 280,000) | AID 2675, 2010; active = well fitted inhibition curve with a large enough effect in the signal ratio, with a control signal flat, not every such curve was filed as active; inconclusive = small, poorly fitted or top-dose-only effect, or effect the other way, or a change in a side signal; inactive = no such curve, though single readings can be large or run the other way; the % refers to the signal ratio; note: % is set by controls: 0 for no effect and ±100 for the full control effect
Target sequence (Q9NR56 whole entry, looked up): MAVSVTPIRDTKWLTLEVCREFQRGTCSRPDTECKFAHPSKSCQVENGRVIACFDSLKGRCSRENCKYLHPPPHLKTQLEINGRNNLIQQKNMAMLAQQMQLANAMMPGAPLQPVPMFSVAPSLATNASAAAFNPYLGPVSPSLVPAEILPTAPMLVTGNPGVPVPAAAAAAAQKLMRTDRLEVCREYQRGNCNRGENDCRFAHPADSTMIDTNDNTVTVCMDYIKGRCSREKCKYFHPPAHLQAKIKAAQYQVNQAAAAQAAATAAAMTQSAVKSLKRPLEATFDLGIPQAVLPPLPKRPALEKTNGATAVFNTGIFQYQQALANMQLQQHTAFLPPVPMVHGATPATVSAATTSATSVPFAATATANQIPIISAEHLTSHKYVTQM
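Ratiometric TR-FRET (665 over 545 nm, excitation 340 nm) tracks disruption of MBNL1-His/biotin-(CUG)12 complex after 60 min at room temperature, with compounds at 92 nM to 58 uM final.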
ELG1 genotox: qHTS screen for small molecules that induce genotoxicity in human embryonic kidney (HEK293T) cells expressing luciferase-tagged ELG1; HEK293T ELG1-luciferase reporter, luminescence, 16 h; Potency, µM (highest dose often 46 µM), for inactives: at the highest dose activity change, positive = activation, most hits filed as activators; actives 1.3% (n = 330,000); AID 504466, 2011; note: % of control where 0% means no effect; nearly all actives have a fitted effect of over 60% in size
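ELG1-luciferase HEK293T cells, 2,000/well; compound pinned in; 16 hr, 37 °C, 5% CO2; ONE-Glo, 30 min RT; luminescence on CCD imager.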
RORg inh: qHTS for inhibitors of ROR gamma transcriptional activity; Nuclear receptor ROR-gamma (Mus musculus), P51450; Drosophila S2 Gal4-RORgamma UAS-luciferase reporter, 20 h; Potency, µM (highest dose often 53.6 µM), inactives show top-dose activity change, negative = inhibition, most hits filed as inhibitors; actives 5.4% (n = 310,000); AID 2551, 2010; note: % is set by controls: 0 for no effect and ±100 for the full control effect; nearly all actives have a fitted effect of over 60% in size
Target sequence (P51450 whole entry, looked up, the tested form may be a part): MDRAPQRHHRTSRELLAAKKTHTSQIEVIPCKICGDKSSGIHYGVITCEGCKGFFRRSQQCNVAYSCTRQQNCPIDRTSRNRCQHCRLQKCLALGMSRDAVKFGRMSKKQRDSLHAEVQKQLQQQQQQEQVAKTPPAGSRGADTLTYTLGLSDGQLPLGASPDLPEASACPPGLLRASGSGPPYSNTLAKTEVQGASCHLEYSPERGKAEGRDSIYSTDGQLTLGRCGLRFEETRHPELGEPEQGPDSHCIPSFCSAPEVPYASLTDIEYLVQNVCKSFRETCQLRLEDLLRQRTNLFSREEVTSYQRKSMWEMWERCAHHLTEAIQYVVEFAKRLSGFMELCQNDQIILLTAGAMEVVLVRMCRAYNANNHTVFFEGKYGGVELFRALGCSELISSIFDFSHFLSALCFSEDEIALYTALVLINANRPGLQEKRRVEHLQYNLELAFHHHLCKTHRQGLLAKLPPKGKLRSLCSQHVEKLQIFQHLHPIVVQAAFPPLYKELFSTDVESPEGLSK
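Drosophila Schneider cells stably carrying a metallothionein-driven Gal4 DBD–ROR gamma fusion and a UAS-Photinus luciferase reporter were exposed to compound for 1 hr, then induced with copper sulfate (700 uM final) for 20 hr at ambient temperature before luminescence reading.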
CXXC DNA block: qHTS Fluorescence Polarization Assay for Inhibitors of MLL CXXC domain - DNA interaction | MLL-CXXC / FITC-HOXA9 DNA fluorescence polarization | Potency, µM (titrated, usually from 115 µM), without a hit: at the highest dose activity change, negative = inhibition, most hits filed as inhibitors | actives 0.037% (n = 290,000); active = well fitted inhibition curve with a large enough effect in the polarisation, with a control signal flat, not every such curve was filed as active; inconclusive = small, poorly fitted or top-dose-only effect, or effect the other way, or a change in a side signal; inactive = no such curve, though single readings can be large or run the other way; the % refers to the polarisation
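Purified MLL-CXXC (added from a 7 uM solution) was preincubated 5 min at ambient with pinned compounds in 50 mM Tris-HCl pH 7.5, 50 mM NaCl, 1 mM DTT, 0.05% BSA. Fluorescein-labeled HOX-A9 DNA (50 nM solution) followed, 30 min, then polarization read.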
BRCA1 expr act: qHTS Assay to Identify Small Molecule Activators of BRCA1 Expression. MCF7-BRCA1-FFLuc reporter, luminescence, 48 h; response scale: scaled: vehicle 0%, 10 µM genistein 100%. Potency, µM (doses to about 46.1 µM), inactives show at the top dose activation, hits mostly activators. actives 1.1% (n = 380,000); note: nearly all actives have a fitted effect of over 80% in size; some results filed as inactive show a strong effect at the top dose
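Compounds are tested at multiple concentrations on MCF7 BRCA1-luciferase reporter cells seeded at 2000 per well; after 48 h, a single luminescence end-point is taken and curves fitted to the normalized data.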
NPC1 promoter act: qHTS Assay for NPC1 Promoter Activators. Huh7 NPC1 promoter luciferase reporter, 24 h. actives 2.4% (n = 320,000). AID 485313, 2010. Potency, µM (doses to about 9.22 µM), for inactives: at the highest dose activation, actives largely listed as activators;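 note: % of control where 0% means no effect; nearly all actives have a fitted effect of over 60% in size; reporter is driven by a mutant NPC1 promoter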
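Stable NPC1-promoter luciferase Huh7 line; cpd (DMSO) 24 h, 37 °C, 5% CO2; Amplite luciferase reagent 10 min RT; luminescence readout. qHTS format.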
uPA generation: qHTS for Inhibitors of Cell Surface uPA Generation. cell surface uPA generation assay, qHTS. Potency, µM (series often up to 38.3 µM), for the others: at the top dose activity change, negative = inhibition, actives largely listed as inhibitors. actives 0.31% (n = 330,000); active = well fitted inhibition curve with a large enough effect; inconclusive = small, poorly fitted or top-dose-only effect; inactive = no such curve, though single readings can be large or run the other way; tested in mouse RAW 264.7 cells; note: % is set by controls: 0 for no effect and ±100 for the full control effect; nearly all actives have a fitted effect of over 55% in size
* marks the source's active call; other numbers are inactive results; u = inconclusive; x = not tested or not shown; [ ] = remark or other dose. Unless noted, calls come from the whole dose curve; as a rule, active = well fitted curve in the direction sought with a large enough effect; inconclusive = small, poorly fitted or top-dose-only effect, or another doubt; inactive = no such curve, though single readings can be large; an effect the other way counts as inactive or inconclusive. Potency is the fitted concentration of half-maximal effect.

SMILES | VP16 counter | p53 reactivator | Rab9 prom act | FLuc modulator | MBNL1 CUG block | ELG1 genotox | RORg inh | CXXC DNA block | BRCA1 expr act | NPC1 promoter act | uPA generation
CC(=O)N1CCc2cc(S(=O)(=O)NC(C)c3ccccc3)ccc21 (configuration not stated) | u | -3% | -36%[inhibitor] | -1% | -8% | -2% | u | 12% | -19% | -8% | -8%
CC1CN(C(=O)c2ccc(CNS(=O)(=O)c3cccc(C(F)(F)F)c3)cc2)CC(C)O1 (configuration not stated) | -6% | -4% | -6% | -1% | -24% | -7% | u | 2% | -22% | -6% | 5%
O=C(N/C(=C\c1cccnc1)C(=O)N1CCC(O)CC1)c1ccccc1 | 5% | -3% | -1% | -1% | 4% | -2% | -16% | -2% | 7% | 1% | 0%
O=C1C2N=NN(CC(=O)N3N=C(c4ccccc4)CC3c3ccc([N+](=O)[O-])cc3)C2C(=O)N1c1ccccc1 (configuration not stated) | 6% | 14% | -4% | -2% | 8% | -3% | 12% | -13% | x | -1% | x
CCOC(=O)c1ccc(COC(=O)CNS(=O)(=O)c2ccccc2)cc1 | 2% | 0% | 6% | 2% | 0% | 0% | 2% | -4% | 32% | 0% | -13%
Cc1ccc2sc(N(CCN(C)C)C(=O)c3ccc(S(=O)(=O)N4CC(C)OC(C)C4)cc3)nc2c1C (configuration not stated) | -1% | 17% | 6% | 1% | -8% | -4% | 1% | -7% | 10% | -3% | 4%
COC(CNC(=O)c1cccnc1)OC | 6% | 4% | -3% | 0% | -11% | 0% | 3% | 4% | 42% | -6% | 7%
O=S(=O)(c1cccs1)N1CCC2(CC1)OCCN2S(=O)(=O)c1ccccc1 | x | -1% | 2% | 6% | x | 0% | x | x | -32% | -4% | -7%
COc1ccc(C(N)CCc2ccc(C)o2)cc1 (configuration not stated) | -5% | -17% | 1% | 3% | -1% | 1% | 10% | 4% | -14% | -3% | -3%
O=C(Cc1cccs1)Nc1ccc(F)c(S(=O)(=O)N2CCOCC2)c1 | x | -15% | -5% | x | x | -6% | x | x | -3% | -2% | -7%
Cc1nnsc1C(=O)N1CCCC(C(=O)c2ccc(C(F)(F)F)cc2)C1 (configuration not stated) | -1% | 2% | -2% | -1% | -2% | -7% | 26% | 2% | 0% | -6% | 8%
COc1ccc(N2C(=O)[C@@H]3Cc4ccccc4CN3C2=O)cc1 | 0% | 0% | 4% | -12% | -10% | 9% | -2% | -4% | 36% | -2% | -2%
COC(=O)c1[nH]cnc1C(=O)c1ccccc1 | 6% | -1% | 2% | -1% | -2% | 0% | -4% | 9% | 8% | 1% | 4%
CC(C)OC(=O)/C(C#N)=C/c1cn(C)c2ccccc12 | -13% | -1% | 1% | -5% | u | -3% | -29% | 1% | -38% | 1% | 2%
COc1ccc(OC)c(NC(=O)CSc2nc3c(c(=O)n(C)c(=O)n3C)n2C)c1 | -5% | -6% | -6% | 1% | 3% | -3% | -17% | 5% | 0% | -2% | -3%
CC(C)(C)c1ccc(-n2ncc3c2CCCC3NC(=O)c2cnccn2)cc1 (configuration not stated) | u | -24% | -14% | 24µM* | -10% | u | -9% | 19% | -20% | -15% | 0%
COCCCNC(=O)C(=O)N/N=C/c1ccc(OCC(=O)Nc2cccc(Cl)c2C)c(OC)c1 | -2% | 6% | -7% | -2% | -2% | 1% | 0% | 0% | 3% | -1% | 2%
c1ccc(-c2cc(-c3ccccc3)[nH]n2)cc1 | u | u | u | 7.6µM* | -9% | u | 14% | 7% | u | 26% | -7%
CC(C)C(=O)Nc1ccc(C(=O)CN2C(=O)NC3(CCOc4ccccc43)C2=O)cc1 (configuration not stated) | x | -14% | -4% | 1% | x | 0% | x | x | 1% | 0% | 13%
COc1cc(S(=O)(=O)NCc2ccc(F)cc2)ccc1-n1cnnn1 | -2% | -7% | 0% | 1% | -4% | -1% | 0% | 22% | -3% | -3% | -3%
O=C(COc1ccccc1Br)NCCC1=CCCCC1 | x | -2% | -5% | -6% | x | 2% | x | x | -11% | -1% | 9%
COc1ccc(-c2oc3cccnc3c2-c2ccc(OC)nc2)cc1 | 12% | 10% | 0% | u | 6% | 10% | -16% | 0% | 27% | 4% | -11%
Cc1cc(C)c(NS(=O)(=O)c2cccc3cccnc23)c(C)c1 | -13% | -4% | 7% | 3% | -5% | -5% | -30% | 10% | -3% | -8% | 1%
COc1cc2c(cc1OC)CN(CCOc1ccc(Br)cc1)CC2 | 10% | -6% | -14% | 1% | 7% | -4% | -2% | 4% | 7% | 1% | 4%
COc1cccc(CNC(=O)CSc2nc3c(oc4ccccc43)c(=O)n2CC2CCCO2)c1 (configuration not stated) | x | -6% | -2% | 1% | x | 15% | x | x | -10% | 1% | 3%
CN(C)c1cc[n+](CC(=O)Nc2ccc(OC(F)F)cc2)cc1 | 5% | 6% | -17% | 0% | x | -8% | 11% | 4% | 0% | -1% | 0%
CCCn1cnc2cc(NCc3cccs3)ccc21 | 6% | 2% | u | 19µM* | -6% | u | -49% | 5% | u | u | -4%
Cc1cc(NC(=O)CCC(=O)N(Cc2ccco2)C(C)(C)C(=O)NC2CCCCC2)no1 | 0% | -3% | -7% | 2% | -1% | -2% | u | -4% | 0% | -2% | 4%
CCCc1c(C)nn(-c2ncccc2[N+](=O)[O-])c1C | -2% | 0% | -4% | 3% | u | -1% | -2% | 2% | 0% | -2% | 4%
Cc1ccc(S(=O)(=O)c2nc(-c3ccccc3F)oc2N2CC(C)OC(C)C2)cc1 (configuration not stated) | 6% | -12% | 8% | 6% | 2% | -5% | 18% | 9% | -18% | -1% | 4%
COc1ccc(S(=O)(=O)N2CCc3ccccc32)cc1C(=O)O | -2% | x | 6% | 2% | -6% | 1% | 0% | 0% | 1% | 6% | 12%
CC(C)[C@@H](C(=O)NCc1ccco1)N1C(=O)N2CCc3c([nH]c4ccccc34)[C@@]2(C)C1=O | 1% | 4% | 3% | -1% | -4% | -3% | 8% | -3% | -10% | 0% | 10%
COc1ccc(-n2c(=S)[nH]c3cc(C(=O)Nc4cc(C(N)=O)ccc4OC)ccc3c2=O)c(OC)c1 | -3% | 6% | -6% | 4% | 20% | 0% | -56% | 15% | -2% | -7% | x

Whole records from above. Order of screens: VP16 counter	p53 reactivator	Rab9 prom act	FLuc modulator	MBNL1 CUG block	ELG1 genotox	RORg inh	CXXC DNA block	BRCA1 expr act	NPC1 promoter act	uPA generation
COc1ccc(-n2c(=S)[nH]c3cc(C(=O)Nc4cc(C(N)=O)ccc4OC)ccc3c2=O)c(OC)c1 is entered as -3%	6%	-6%	4%	20%	0%	-56%	15%	-2%	-7%	x
Cc1cc(NC(=O)CCC(=O)N(Cc2ccco2)C(C)(C)C(=O)NC2CCCCC2)no1 is entered as 0%	-3%	-7%	2%	-1%	-2%	u	-4%	0%	-2%	4%
O=C(COc1ccccc1Br)NCCC1=CCCCC1 is entered as x	-2%	-5%	-6%	x	2%	x	x	-11%	-1%	9%

Some of these compounds in order of heavy-atom count, smallest number first:
SMILES | VP16 counter | p53 reactivator | Rab9 prom act | FLuc modulator | MBNL1 CUG block | ELG1 genotox | RORg inh | CXXC DNA block | BRCA1 expr act | NPC1 promoter act | uPA generation
CCCn1cnc2cc(NCc3cccs3)ccc21 | 6% | 2% | u | 19µM* | -6% | u | -49% | 5% | u | u | -4%
CN(C)c1cc[n+](CC(=O)Nc2ccc(OC(F)F)cc2)cc1 | 5% | 6% | -17% | 0% | x | -8% | 11% | 4% | 0% | -1% | 0%
COc1ccc(-n2c(=S)[nH]c3cc(C(=O)Nc4cc(C(N)=O)ccc4OC)ccc3c2=O)c(OC)c1 | -3% | 6% | -6% | 4% | 20% | 0% | -56% | 15% | -2% | -7% | x

Bioassay records deposited in PubChem by National Center for Advancing Translational Sciences (NCATS).

These rows are one share of the data; the hit share may differ from the screen's.
